GRK2 aptamer HTS – inhibitors of human GRK2 displacing RNA aptamer | bead flow cytometry, FAM-aptamer displacement from GRK2 | 330,000 tested, 0.59% active | P25098 | inhibition of aptamer binding, % at 10 µM;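 active = inhibition of aptamer binding above 40%, roughly 3 SD of noise, on plates passing a quality check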;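 also: median bead fluorescence of bound FAM aptamer so fluorescent compounds give negative values; no value below 0 was filed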
Target sequence (P25098 whole entry, looked up): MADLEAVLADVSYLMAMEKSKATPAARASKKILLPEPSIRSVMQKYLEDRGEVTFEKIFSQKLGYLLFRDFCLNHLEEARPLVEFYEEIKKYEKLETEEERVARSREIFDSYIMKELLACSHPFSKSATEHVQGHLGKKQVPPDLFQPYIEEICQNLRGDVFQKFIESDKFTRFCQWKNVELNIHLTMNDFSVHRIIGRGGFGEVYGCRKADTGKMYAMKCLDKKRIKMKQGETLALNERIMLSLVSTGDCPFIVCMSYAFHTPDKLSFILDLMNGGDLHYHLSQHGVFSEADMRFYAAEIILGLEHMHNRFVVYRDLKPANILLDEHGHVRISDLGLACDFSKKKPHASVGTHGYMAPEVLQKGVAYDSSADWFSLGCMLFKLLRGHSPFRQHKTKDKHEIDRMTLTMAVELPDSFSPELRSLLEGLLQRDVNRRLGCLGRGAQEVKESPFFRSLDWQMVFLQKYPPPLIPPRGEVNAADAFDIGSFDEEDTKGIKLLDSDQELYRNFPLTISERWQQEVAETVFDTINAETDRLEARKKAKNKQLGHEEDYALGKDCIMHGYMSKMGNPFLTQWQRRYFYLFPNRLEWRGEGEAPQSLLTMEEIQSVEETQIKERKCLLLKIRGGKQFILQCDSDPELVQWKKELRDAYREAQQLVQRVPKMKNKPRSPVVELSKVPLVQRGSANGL
MEP2 TOR yeast – yeast TOR pathway MEP2-GFP modulation. S. cerevisiae MEP2-GFP strain, flow cytometry GFP, 3 h; 100% = DMSO control level. 330,000 tested, 0.51% active. GFP response vs DMSO, % at 10 µM. AID 2016;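 active = GFP response versus DMSO above a set limit, roughly screen mean plus 3 SD, cut at about 180% in these data; inconclusive = fewer than 70 cells counted for a yeast strain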;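 also: median GFP fluorescence of the barcode-gated MEP2-GFP cells per well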
LAP4-GFP MLPCN – modulators of TOR pathway LAP4-GFP in S. cerevisiae | S. cerevisiae LAP4-GFP multiplex, flow cytometry GFP, 3 h; median GFP as percent of DMSO wells | GFP response vs DMSO, % at 10 µM | 320,000 tested, 0.34% active;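 active = GFP response vs DMSO above a set limit, about the screen mean plus 3 SD, cut at about 150% in these data; inconclusive = under 70 cell events counted for the yeast strain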
CR mimetic SO – lowers age-related superoxide in aged yeast cells; 330,000 tested, 0.18% active; superoxide response (% of plate mean), % at 10 µM; AID 2690; S. cerevisiae aged cells, superoxide DHE fluorescence; hits give low values;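 active = superoxide response under a set limit, about three screen SD below normal, cut at about 65% in these data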;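 also: yeast aged for seven days with compound at 30 °C before DHE staining; 100% = average MFI of all compound-treated wells on the plate with controls excluded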
RPL19A TOR yeast – alters RPL19A-GFP fluorescence in TOR pathway yeast screen | 330,000 tested, 0.3% active | percent response vs DMSO, % at 10 µM | AID 2025 | S. cerevisiae RPL19A-GFP strain, flow cytometry, 3 h; hits give low values;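 active = percent response vs DMSO below 50%; inconclusive = fewer than 70 events counted for the yeast strain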;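 also: median channel GFP fluorescence of the barcoded RPL19A-GFP strain; ratio of sample median GFP to plate DMSO average so 100% = DMSO; lower means less RPL19A-GFP as with rapamycin TOR inhibition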
AGP1-GFP MLPCN – alters AGP1-GFP fluorescence in TOR pathway yeast screen. S. cerevisiae AGP1-GFP multiplex flow cytometry, 3 h; GFP as percent of DMSO wells. GFP response vs DMSO, % at 10 µM. 320,000 tested, 0.02% active;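 active = GFP response relative to DMSO above a set limit, near screen average plus 3 SD, cut at about 150% in these data; inconclusive = fewer than 70 cells counted for the yeast strain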;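 also: median GFP channel fluorescence of the gated AGP1 strain per well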
CIT2-GFP yeast – yeast TOR pathway CIT2-GFP modulation; S. cerevisiae CIT2-GFP strain, flow cytometry, 3 h; 100 means same as DMSO wells; GFP response vs DMSO, % at 10 µM; 320,000 tested, 0.065% active;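 active = GFP response relative to DMSO above a set limit, near the screen mean plus 3 SD, cut at about 150% in these data; inconclusive = Fewer than 70 cells measured for a yeast strain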;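 also: ratio of well median GFP fluorescence to mean of DMSO wells on the plate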
VLA-4 inh – inhibition in a human VLA-4 binding assay; P13612; VLA-4 expressing cells, ligand binding flow cytometry; inhibition, % (about 7 µM as worked out from the volumes in the protocol); 330,000 tested, 0.2% active; in the data active = inhibition above about 50%
Starred values were filed as active, the others as inactive; ? = inconclusive; . = not tested or not shown; [ ] = dose if it differs, or a comment.

1: CC(OC(=O)c1ccccn1)C(=O)Nc1nc(-c2ccc(F)c(F)c2)cs1 (stereo not drawn)
2: CCOCCCNC(=O)Cc1ccc(Br)cc1
3: O=S(=O)(c1ccc(Cl)c(NC(=S)Nc2ccccc2N2CCOCC2)c1)N1CCOCC1
4: O=C(CC1CCCC1)NNC(=O)c1ccc(Br)cc1
5: Cn1c(=O)c2c(nc(Cl)n2CC(=O)NC2(C#N)CCCCC2)n(C)c1=O
6: OCCN1CCN(c2nc(-c3ccccc3)c3cc(Br)ccc3n2)CC1
7: COc1cccc(-n2cnnc2SC(C)C(=O)NC2CCCC2)c1 (stereo not drawn)
8: Cn1c(=O)c2c(ncn2CC(=O)N/N=C/C=C/c2ccccc2)n(C)c1=O

Compound,1,2,3,4,5,6,7,8
AGP1-GFP MLPCN,100,102,92,97,88,74,94,106
LAP4-GFP MLPCN,101,93,83,96,88,86,89,92
RPL19A TOR yeast,97,103,99,94,93,98,93,107
MEP2 TOR yeast,96,99,95,98,90,104,97,99
CR mimetic SO,93,109,104,92,101,101,108,121
GRK2 aptamer HTS,2,0,0,3,0,0,0,0
CIT2-GFP yeast,102,100,99,86,86,83,89,104
VLA-4 inh,-18,-5,16,7,1,16,9,-5

9: COCC1CCN(C(=O)c2cc(COc3ccc(-n4cncn4)cc3)on2)CC1
10: Cc1ccc(C)c(N=C2NC(=O)CS2)c1
11: CCOC(=O)C1=C(C)N(C)C(C)=C(C(=O)OCC)C1c1cccnc1
12: COc1ccc(S(=O)(=O)N(Cc2ccccc2)Cc2nc(-c3ccccc3)no2)cc1
13: CCOC(=O)c1ccc(NC(=O)CCc2ccc(CC)o2)cc1
14: N/C(=N\OC(=O)C(c1ccccc1)c1ccccc1)c1cccnc1
15: COc1cc(C2C(C(=O)C(C)(C)C)=C(O)C(=O)N2Cc2ccccc2)ccc1O (stereo not drawn)
16: Cn1cc(S(=O)(=O)N2CCCC2)cc1C(=O)Nc1cccc(C(F)(F)F)c1

Compound,9,10,11,12,13,14,15,16
AGP1-GFP MLPCN,106,?,98,93,108,.,104,99
LAP4-GFP MLPCN,101,87[may fluoresce violet],95,93,103,113,106,93
RPL19A TOR yeast,105,43*[may fluoresce violet],94,90,97,107,105,99
MEP2 TOR yeast,97,340*[may fluoresce violet],90,94,94,106,105,97
CR mimetic SO,92,108,112,107,101,97,103,99
GRK2 aptamer HTS,2,0,0,4,0,0,0,0
CIT2-GFP yeast,102,?,93,96,78,100,103,97
VLA-4 inh,6,-1,7,28,19,9,9,5

17: O=C(O)C1C2C=CC(C2)C1C(=O)Nc1cccc(C(=O)N2CCCCC2)c1 (stereo not drawn)
18: COc1ccc(Oc2cc(Cl)nc(N)n2)cc1
19: CC(=O)c1ccc(OCc2cc(C(=O)NC3CCCCC3)no2)cc1
20: COc1ccc(C23NCCN2C(=O)c2ccccc23)cc1 (stereo not drawn)
21: COc1ccc(CCN(C)CC(O)COc2c(C)ccc(C)c2C)cc1OC (stereo not drawn)
22: O=C(C1CCCC1)N1CCC(CC2CC(c3ccc(Cl)cc3)=NO2)(C(=O)NCC2CCCCC2)CC1 (stereo not drawn)
23: Cc1ccc2c(c1)NC(=O)C(N1CCOCC1)(C(F)(F)F)O2 (stereo not drawn)
24: O=C(c1ccccc1N1CCOCC1)N1CCCC(Nc2ccc(F)cc2)C1 (stereo not drawn)

Compound,17,18,19,20,21,22,23,24
AGP1-GFP MLPCN,95,103,97,100,91,96,101,102
LAP4-GFP MLPCN,97,104,93,101,90,108,111,123
RPL19A TOR yeast,95,100,100,113,98,107,104,92
MEP2 TOR yeast,103,106,95,112,103,99,103,93
CR mimetic SO,84,100,119,94,83,103,99,91
GRK2 aptamer HTS,2,2,4,2,0,0,4,1
CIT2-GFP yeast,98,97,97,109,95,87,98,103
VLA-4 inh,7,6,0,6,2,-5,16,-10

Three structures from above, arranged by molecular weight, high to low:
22: O=C(C1CCCC1)N1CCC(CC2CC(c3ccc(Cl)cc3)=NO2)(C(=O)NCC2CCCCC2)CC1 (stereo not drawn)
17: O=C(O)C1C2C=CC(C2)C1C(=O)Nc1cccc(C(=O)N2CCCCC2)c1 (stereo not drawn)
20: COc1ccc(C23NCCN2C(=O)c2ccccc23)cc1 (stereo not drawn)

Compound,22,17,20
AGP1-GFP MLPCN,96,95,100
LAP4-GFP MLPCN,108,97,101
RPL19A TOR yeast,107,95,113
MEP2 TOR yeast,99,103,112
CR mimetic SO,103,84,94
GRK2 aptamer HTS,0,2,2
CIT2-GFP yeast,87,98,109
VLA-4 inh,-5,7,6

Exported with bars between the fields: part of the list above.
nr | SMILES | AGP1-GFP MLPCN | LAP4-GFP MLPCN | RPL19A TOR yeast | MEP2 TOR yeast | CR mimetic SO | GRK2 aptamer HTS | CIT2-GFP yeast | VLA-4 inh
11 | CCOC(=O)C1=C(C)N(C)C(C)=C(C(=O)OCC)C1c1cccnc1 | 98 | 95 | 94 | 90 | 112 | 0 | 93 | 7
12 | COc1ccc(S(=O)(=O)N(Cc2ccccc2)Cc2nc(-c3ccccc3)no2)cc1 | 93 | 93 | 90 | 94 | 107 | 4 | 96 | 28
13 | CCOC(=O)c1ccc(NC(=O)CCc2ccc(CC)o2)cc1 | 108 | 103 | 97 | 94 | 101 | 0 | 78 | 19
14 | N/C(=N\OC(=O)C(c1ccccc1)c1ccccc1)c1cccnc1 | . | 113 | 107 | 106 | 97 | 0 | 100 | 9
15 | COc1cc(C2C(C(=O)C(C)(C)C)=C(O)C(=O)N2Cc2ccccc2)ccc1O (stereo not drawn) | 104 | 106 | 105 | 105 | 103 | 0 | 103 | 9
16 | Cn1cc(S(=O)(=O)N2CCCC2)cc1C(=O)Nc1cccc(C(F)(F)F)c1 | 99 | 93 | 99 | 97 | 99 | 0 | 97 | 5
17 | O=C(O)C1C2C=CC(C2)C1C(=O)Nc1cccc(C(=O)N2CCCCC2)c1 (stereo not drawn) | 95 | 97 | 95 | 103 | 84 | 2 | 98 | 7
18 | COc1ccc(Oc2cc(Cl)nc(N)n2)cc1 | 103 | 104 | 100 | 106 | 100 | 2 | 97 | 6
19 | CC(=O)c1ccc(OCc2cc(C(=O)NC3CCCCC3)no2)cc1 | 97 | 93 | 100 | 95 | 119 | 4 | 97 | 0
20 | COc1ccc(C23NCCN2C(=O)c2ccccc23)cc1 (stereo not drawn) | 100 | 101 | 113 | 112 | 94 | 2 | 109 | 6
21 | COc1ccc(CCN(C)CC(O)COc2c(C)ccc(C)c2C)cc1OC (stereo not drawn) | 91 | 90 | 98 | 103 | 83 | 0 | 95 | 2

New compounds follow:
25: O=C1c2cccnc2C(O)N1Cc1ccco1 (stereo not drawn)
26: CCCOc1ccc2c(=O)c(N3C(=O)c4ccccc4C3=O)c(C)oc2c1
27: [O-]/C(=C(\C(=S)Nc1cccc2ccccc12)[n+]1ccccc1)c1cccs1
28: O=C(c1cn(CC(=O)N2CCCC2)c2ccccc12)C1CCCCC1

Compound,25,26,27,28
AGP1-GFP MLPCN,105,93,103,96
LAP4-GFP MLPCN,105,104,95,86
RPL19A TOR yeast,105,92,99,97
MEP2 TOR yeast,103,89,101,94
CR mimetic SO,107,95,81,105
GRK2 aptamer HTS,0,0,1,1
CIT2-GFP yeast,108,89,104,.
VLA-4 inh,-11,14,0,12

Screens deposited in PubChem by NMMLSC.
